DRD3 antagonist: qHTS of D3 Dopamine Receptor Antagonist: qHTS; AID 652054, 2013; D(3) dopamine receptor (Homo sapiens), P35462; max response, negative = inhibition, %; D3R cells, DiscoveRx beta-arrestin luminescence, antagonist mode; hits give low values; 360,000 compounds, 2.5% hits; in the data active = max response below about -50%; inconclusive = no clear call, values can overlap the other calls; also: % is scaled to controls: 0 for no effect and ±100 for the full control effect; mostly tested at two doses, the higher about 12 µM
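Cells expressing the human receptor were seeded at 1500 cells/well, incubated overnight at 37 degrees C in 5% CO2, then exposed to library compounds with dopamine controls for 90 minutes at 37 degrees C before luminescent detection.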
EPAC2 agonist: qHTS for Agonist of cAMP-regulated guanine nucleotide exchange factor 4 (EPAC2): primary screen | EPAC2 activation, biochemical qHTS; response scale: 100% = 6.5 mM cAMP response | Potency, µM (titrated, usually from 154 µM), for the others: at the top dose activation, actives largely listed as activators | 360,000 compounds, 0.079% hits | Rap guanine nucleotide exchange factor 4 (Homo sapiens), Q8WZA2 | AID 720711, 2013; also: potency is read from the fitted curve at half-maximal effect; nearly all actives have a fitted effect of over 50% in size
Target sequence (Q8WZA2 whole entry, looked up): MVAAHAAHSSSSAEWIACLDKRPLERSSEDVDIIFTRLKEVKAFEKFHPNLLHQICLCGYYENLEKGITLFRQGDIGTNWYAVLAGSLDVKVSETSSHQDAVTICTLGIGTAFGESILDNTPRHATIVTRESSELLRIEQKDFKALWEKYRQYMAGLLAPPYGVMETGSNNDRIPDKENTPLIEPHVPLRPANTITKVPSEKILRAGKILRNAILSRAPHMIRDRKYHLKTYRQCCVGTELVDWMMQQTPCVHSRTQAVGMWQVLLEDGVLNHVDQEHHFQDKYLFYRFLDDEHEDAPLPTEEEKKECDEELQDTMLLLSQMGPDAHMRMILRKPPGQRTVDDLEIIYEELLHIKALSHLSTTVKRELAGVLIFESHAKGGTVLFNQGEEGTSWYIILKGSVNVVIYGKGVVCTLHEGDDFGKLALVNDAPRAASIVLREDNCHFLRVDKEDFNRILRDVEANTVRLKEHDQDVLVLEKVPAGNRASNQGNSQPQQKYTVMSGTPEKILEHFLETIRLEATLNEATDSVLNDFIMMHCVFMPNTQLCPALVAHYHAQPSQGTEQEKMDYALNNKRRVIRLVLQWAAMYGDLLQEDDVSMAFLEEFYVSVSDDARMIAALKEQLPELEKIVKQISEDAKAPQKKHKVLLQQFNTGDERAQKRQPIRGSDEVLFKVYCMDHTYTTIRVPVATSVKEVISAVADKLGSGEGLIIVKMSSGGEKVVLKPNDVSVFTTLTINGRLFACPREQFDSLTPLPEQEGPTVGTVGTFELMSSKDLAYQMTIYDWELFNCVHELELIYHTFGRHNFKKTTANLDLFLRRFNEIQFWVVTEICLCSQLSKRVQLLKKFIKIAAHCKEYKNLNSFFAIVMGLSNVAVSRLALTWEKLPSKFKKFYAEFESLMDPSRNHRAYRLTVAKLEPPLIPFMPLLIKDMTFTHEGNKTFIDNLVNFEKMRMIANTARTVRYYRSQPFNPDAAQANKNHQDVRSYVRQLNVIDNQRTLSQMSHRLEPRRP
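Compounds were added across a concentration range to EPAC2 (100 nM), RAP1B-BODIPY-GDP (250 nM) and GDP (50 uM). After 5 min at room temperature, fluorescence was recorded at 5-min intervals for 30 min.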
FUS suppressor: qHTS for Suppressors of FUS Proteinopathy: Primary screen using FUS-linked yeast assay; S. cerevisiae FUS-expressing, growth rescue, OD600, 24 h; Potency, µM (doses to about 76.6 µM), without a hit: at the highest dose growth rescue (activation), usual class: activators; 390,000 compounds, 0.24% hits; AID 1347120, 2019;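 also: potency is read from the fitted curve at half-maximal effect; plate controls were DMSO vehicle for no effect and reference control for full effect; nearly all actives have a fitted effect of over 55% in size; some results filed as inactive show a strong effect at the top dose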
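Yeast expressing FUS under galactose induction, OD 0.005 in 2% galactose medium; compounds in a dilution series, 24 h at 30C. Growth rescue by absorbance at 600 nm; CP55940 positive control, DMSO negative.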
Abeta rescue: qHTS for compounds that reverse cellular toxicity of Amyloid beta (A-beta) peptide in yeast: Primary Screen; Potency, µM (titrated, usually from 46.1 µM), for the others: at the top dose growth rescue, hits mostly activators; 410,000 compounds, 0.063% hits; yeast expressing A-beta42, growth rescue, OD600, 48 h; response scale: 0% DMSO, 100% iron-clioquinol control; also: potency is read from the fitted curve at half-maximal effect; nearly all actives have a fitted effect of over 55% in size
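Growth rescue measured by 600 nm absorbance after 48 h yeast culture at 30 C with compound. Values normalized between DMSO and an equimolar ferric chloride plus clioquinol control.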
aSyn rescue: qHTS of alpha-syn Inhibitors; Yeast expressing alpha-synuclein, growth rescue, BacTiter-Glo, 24 h; Potency, µM (highest dose often 46.1 µM), inactives show top-dose growth rescue (activation), most hits filed as activators; 370,000 compounds, 0.14% hits; also: potency is read from the fitted curve at half-maximal effect; % of control where 0% means no effect; nearly all actives have a fitted effect of over 65% in size
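Galactose-induced alpha-syn yeast (OD600=0.02, raffinose-pregrown) + pinned cpd, 24 hr, 30 deg C; growth by BacTiter-Glo luminescence. Growth restoration scores as activation.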
EPAC2 antagonist: qHTS for Antagonist of cAMP-regulated guanine nucleotide exchange factor 2 (EPAC2): primary screen; Rap guanine nucleotide exchange factor 4 (Homo sapiens), Q8WZA2; EPAC2 GEF exchange of Rap1B-BODIPY-GDP, fluorescence; Potency, µM (highest dose often 114 µM), for the others: top-dose activity, negative = inhibition, actives largely listed as inhibitors; 360,000 compounds, 0.18% hits; AID 720708, 2013; also: potency is read from the fitted curve at half-maximal effect; % is scaled to controls: 0 for no effect and ±100 for the full control effect; nearly all actives have a fitted effect of over 45% in size; many of its hits are not listed in these tables
TDP43 rescue: qHTS of TDP-43 Inhibitors | TDP-43 expressing yeast growth rescue, BacTiter-Glo, 24 h | Potency, µM (titrated, usually from 46.1 µM), for the others: at the highest dose growth rescue (activation), hits mostly activators | 410,000 compounds, 1.8% hits; also: potency is read from the fitted curve at half-maximal effect; % of control where 0% means no effect; nearly all actives have a fitted effect of over 50% in size
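Yeast expressing TDP-43 (pregrown in raffinose, seeded at OD600=0.02 in galactose medium) exposed to compounds 24 hr at 30 deg C. Growth read by BacTiter-Glo luminescence; rescue of toxicity appears as increased signal.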
D3 ag: qHTS of D3 Dopamine Receptor Agonist: qHTS. D(3) dopamine receptor (Homo sapiens), P35462. D3R DiscoveRx beta-arrestin cells, luminescence, 90 min. max activation, %. 410,000 compounds, 0.58% hits; in the data active = max activation above about 30%; also: 0% is about no effect; mostly tested at two doses, the higher about 12 µM
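Cells at 1500/well, incubated overnight, then treated with pinned compounds (dopamine as control) for 90 min at 37 degrees C. DiscoveRx reagent added for 30 - 60 minutes at room temperature; luminescence read.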
Numbers without * were called inactive; ? = inconclusive; . = not tested or not shown; [ ] = dose if it differs, or a comment. Unless noted, calls follow the shape of the dose curve; as a rule, active = well fitted curve in the direction sought with a large enough effect; inconclusive = small, poorly fitted or top-dose-only effect, or another doubt; inactive = no such curve, though single readings can be large; an effect the other way counts as inactive or inconclusive. A portion of the library; rates above refer to the full screens.

nr | Molecule | DRD3 antagonist | EPAC2 agonist | FUS suppressor | Abeta rescue | aSyn rescue | EPAC2 antagonist | TDP43 rescue | D3 ag
1 | COc1ccc2sc(N(CCN(C)C)C(=O)c3cc(Cl)sc3Cl)nc2c1 | 0 | 16% | 2% | 10% | -1% | -18% | 6% | -2
2 | Cc1ccc(S(=O)(=O)N2CCC3CC2c2cc(Cl)ccc23)cc1 (stereo unspecified) | 23 | 9% | -32%[inhibitor] | 1% | 0% | -6% | 19% | 10
3 | Cc1ccc(-c2nc(C=Nc3ccccc3)c(O)o2)cc1 | -8 | 5% | -32% | 1% | 4% | 9% | -11% | -1
4 | Cc1cc(C)cc(NC(=O)c2cc(S(=O)(=O)N3CCOCC3)cn2C)c1 | . | . | -27% | 3% | . | . | 21% | 12
5 | O=C1/C(=C/c2ccc(O)c(O)c2)Oc2cc(O)ccc21 | 16 | 3% | -14% | 4% | -2% | -19% | 8% | 10
6 | CN(Cc1ccccc1)C(=O)Nc1ccccc1 | -15 | 14% | 16% | 5% | -2% | -6% | -15% | -18
7 | Cc1ccc2c(C)c(C(=O)N3CCN(c4ccncc4)CC3)oc2c1C | -4 | 8% | 28% | -3% | -4% | 11% | -20% | 4
8 | Cc1ccc2c(CNCc3ccc(C)o3)c(C(=O)O)n(Cc3ccccc3C)c2c1 | . | . | 20% | 18% | . | . | 0% | 4
9 | Cn1c(Oc2ccc(F)cc2)c(C=O)c2ccccc21 | ? | 7% | 17% | -8% | -13% | ? | ? | -30
10 | COc1ccc(CN2CCN(S(=O)(=O)c3ccc(C)cc3)CC2)cc1OC | -18 | 14% | 23% | -9% | -1% | -4% | 9% | 6
11 | COc1cccc(CCC(=O)Nc2cccc(S(=O)(=O)N3CCCC3)c2)c1OC | -6 | 19% | 23% | -16% | -6% | 1% | -1% | -1
12 | Cc1ccc(S(=O)(=O)c2c(C)c(C)c(C)[nH]c2=O)cc1 | 3 | 3% | 2% | 1% | -9% | 5% | 5% | 3
13 | Cc1cccc(C)c1NC(=O)COC(=O)c1cc(S(=O)(=O)Nc2ccc(Cl)cc2)ccc1O | 1 | 4% | -36% | 0% | 1% | 9% | 19% | 0
14 | C=CCNc1nc(-c2cccc(OC)c2O)nc2ccccc12 | 4 | 10% | 19% | 7% | -4% | -2% | ? | 6
15 | Cc1ccc(NC(=O)C(=O)Nc2ccc(C)cn2)nc1 | -15 | 2% | -5% | -6% | -8% | 0% | -18% | 24
16 | CCOc1ccccc1NC(=O)c1ccc2c(c1)CCN2S(C)(=O)=O | . | . | -8% | -16% | . | . | 19% | -17
17 | C/C(=N/N1CCN(c2ccccn2)CC1)c1cccc([N+](=O)[O-])c1 | 1 | 9% | 8% | -5% | -7% | 0% | 6% | -20
18 | Cc1ccsc1C(=O)OCC(=O)N(C)C1CCCCC1 | -7 | -1% | -2% | 6% | 12% | 8% | 22% | -16
19 | COc1ccc(-c2nc3ccccc3c(=O)n2NC(=S)N(C)C)cc1 | 6 | 1% | . | -4% | -26% | 7% | -92%[inhibitor] | 5
20 | Cc1cc2nnc(SCC(=O)NC3CCCCC3)n2c(N)n1 | -7 | 10% | 2% | -7% | -10% | 4% | -18% | -9
21 | Cc1cc(NCCNC2=CC(=O)CCC2)nc2ccccc12 | 6 | 5% | 24% | -2% | -4% | 11% | 8% | 1
22 | COc1ccccc1-c1nnc(NC(=O)c2ccccc2F)o1 | -12 | 9% | -16% | 4% | 0% | 1% | 0% | -4
23 | COc1ccc(C(NC(=O)C2CCN(CCc3ccccc3)CC2)c2ccccn2)cc1 (stereo unspecified) | -75* | -6% | -12% | -7% | -7% | 0% | -15% | -18
24 | CC(C)CCNC(=O)C(c1ccc(O)cc1)N(Cc1cccs1)C(=O)C1COc2ccccc2O1 (stereo unspecified) | 24 | -17% | ? | -1% | 9% | -21% | 8% | 3
25 | CC(C)(O)C1=C[N+](=O)CC=C1 | -17 | 6% | -12% | -10% | -3% | 3% | -12% | -3

Shown in transposed form: part of the list above
[6] CN(Cc1ccccc1)C(=O)Nc1ccccc1
[7] Cc1ccc2c(C)c(C(=O)N3CCN(c4ccncc4)CC3)oc2c1C
[8] Cc1ccc2c(CNCc3ccc(C)o3)c(C(=O)O)n(Cc3ccccc3C)c2c1
[9] Cn1c(Oc2ccc(F)cc2)c(C=O)c2ccccc21
[10] COc1ccc(CN2CCN(S(=O)(=O)c3ccc(C)cc3)CC2)cc1OC
[11] COc1cccc(CCC(=O)Nc2cccc(S(=O)(=O)N3CCCC3)c2)c1OC
[12] Cc1ccc(S(=O)(=O)c2c(C)c(C)c(C)[nH]c2=O)cc1
[13] Cc1cccc(C)c1NC(=O)COC(=O)c1cc(S(=O)(=O)Nc2ccc(Cl)cc2)ccc1O
[14] C=CCNc1nc(-c2cccc(OC)c2O)nc2ccccc12
[15] Cc1ccc(NC(=O)C(=O)Nc2ccc(C)cn2)nc1
[16] CCOc1ccccc1NC(=O)c1ccc2c(c1)CCN2S(C)(=O)=O
[17] C/C(=N/N1CCN(c2ccccn2)CC1)c1cccc([N+](=O)[O-])c1
compound no.	6	7	8	9	10	11	12	13	14	15	16	17
DRD3 antagonist	-15	-4	.	?	-18	-6	3	1	4	-15	.	1
EPAC2 agonist	14%	8%	.	7%	14%	19%	3%	4%	10%	2%	.	9%
FUS suppressor	16%	28%	20%	17%	23%	23%	2%	-36%	19%	-5%	-8%	8%
Abeta rescue	5%	-3%	18%	-8%	-9%	-16%	1%	0%	7%	-6%	-16%	-5%
aSyn rescue	-2%	-4%	.	-13%	-1%	-6%	-9%	1%	-4%	-8%	.	-7%
EPAC2 antagonist	-6%	11%	.	?	-4%	1%	5%	9%	-2%	0%	.	0%
TDP43 rescue	-15%	-20%	0%	?	9%	-1%	5%	19%	?	-18%	19%	6%
D3 ag	-18	4	4	-30	6	-1	3	0	6	24	-17	-20

Next part.
nr | Molecule | DRD3 antagonist | EPAC2 agonist | FUS suppressor | Abeta rescue | aSyn rescue | EPAC2 antagonist | TDP43 rescue | D3 ag
26 | CN(C(=O)/C(N=Nc1cccc(C(F)(F)F)c1)=C(\O)C(F)(F)F)c1ccccc1 | 14 | 3% | 31% | -18% | -15% | -21% | 18% | -4
27 | Cc1ccc(NC(=O)CN(C)C(=O)COC(=O)c2nc3nccc(C)n3n2)cc1 | -9 | -2% | -2% | 0% | -9% | 3% | 10% | 2
28 | CC(C)(C)c1ccc(C(=O)CC(=O)c2cc(Cl)ccc2O)cc1 | -57* | -10% | 12% | -20% | 25% | -1%[57.1 µM] | 10% | -5
29 | N#CC1=C(N)n2c(s/c(=C\c3ccco3)c2=O)=C(C#N)C1c1ccco1 (stereo unspecified) | -23 | 2% | 59% | -4% | -2% | 6% | 2% | -5
30 | COc1ccc(-c2[nH]ncc2CNC(C)CCn2cccn2)cc1F (stereo unspecified) | -1 | -2% | 18% | -6% | -4% | -1% | -19% | 1
31 | COc1cc(CC(=O)Nc2cc(S(=O)(=O)N3CCOCC3)ccc2N2CCCC2)cc(OC)c1OC | 8 | 0% | . | 0% | 5% | -12% | 8% | -5
32 | CCCOc1ccc(C(=O)N2CC3(CC(c4cccc(NC(=O)[C@@H]5CCC(=O)N5)c4)=NO3)C[C@H]2C(=O)NC2(C(N)=O)CC2)cc1 (stereo partly specified) | 9 | 3% | 27% | 1% | 3% | 3% | 11% | 13
33 | CCN1CCN(C(=O)c2ccc(CN(c3ccc(C)c(C)c3)S(C)(=O)=O)cc2)CC1 | 9 | -6% | 6% | -8% | -8% | 0% | -11%[9.22 µM] | -13
34 | CC(C)(C)C1CCc2nc(NC(=O)Cc3ccccc3)sc2C1 (stereo unspecified) | . | . | 39% | 19% | . | . | 32µM* | 3
35 | O=C(Nc1cc(Cl)ccc1N1CCOCC1)C1=COCCO1 | 2 | -3% | 16% | 13% | 3% | 6% | 13% | -3
36 | Cc1ccc(/C=C/c2onc(C)c2S(=O)(=O)N2CCC(C(=O)Nc3ccccc3C(F)(F)F)CC2)cc1 | . | . | -3% | -14% | . | . | 17% | 1
37 | COc1cc(CCC(=O)OCC(=O)Nc2ccccc2OC(F)F)cc(OC)c1OC | 9 | -4% | -1% | -4% | 3% | -3% | 24% | 5
38 | Oc1ccc2oc3c(c2c1)CCCC3 | 10 | 4% | -1% | -17% | -1% | 0% | -1% | -8
39 | O=C(NC(Cc1ccccc1)C(=O)O)/C(=C/c1ccco1)NC(=O)c1cccc([N+](=O)[O-])c1 (stereo unspecified) | 4 | 18% | 14% | -12% | 2% | -2%[57.1 µM] | 9% | 4
40 | COCC(C)NC(=O)c1cnn2c(C(F)F)cc(-c3ccccc3)nc12 (stereo unspecified) | . | . | -15% | -4% | . | . | 9% | -13
41 | FC(F)(F)c1ccc(Cl)c(-n2c(-c3ccco3)n[nH]c2=S)c1 | -17 | 8% | 1% | -14% | -7% | -2% | 11% | -3
42 | O=C(Cc1c(Cl)cccc1Cl)Nc1cccnc1 | 12 | 1% | -12% | -2% | -10% | -11% | -4%[9.22 µM] | 5
43 | CC(C)CN1CCN(Cc2ccc(Oc3ncccn3)cc2)CC1CCO (stereo unspecified) | -10 | 15% | -29% | 4% | -1% | -4% | 3% | -14
44 | CCCCN(Cc1ccco1)C(=O)Cn1ncc2c([nH]c3ccccc32)c1=O | . | . | -3% | -12% | . | . | 5% | 0
45 | COC(=O)c1cc(NC(=O)C23CCC(C)(C(=O)O2)C3(C)C)cc(C(=O)OC)c1 (stereo unspecified) | 4 | -9% | 19% | 5% | 1% | 4% | -9% | 0
46 | CCC(C(=O)NCc1ccccc1)n1c(Cc2cc(F)cc(F)c2)nc2ccccc21 (stereo unspecified) | 2 | -8% | -9% | -5% | -6% | -4% | 14% | 7
47 | O=C(CN1CCN(c2ccccn2)CC1)Nc1cccc(S(=O)(=O)N2CCCC2)c1 | -4 | 1% | 9% | -6% | -10% | ? | -14% | 11
48 | CCOC(=O)C(C)c1nc2ccccc2[nH]c1=O (stereo unspecified) | 15 | 4% | -4% | 16% | 3% | 8% | -7% | 2

High-throughput results: PubChem BioAssay, National Center for Advancing Translational Sciences (NCATS)
